SENP1 inh: blocks the human SENP1 SUMO protease catalytic domain; Q9P0U3; recombinant SENP1 catalytic domain, CyPet-SUMO1-YPet FRET cleavage; inhibition, % at 10 µM; 0.21% of 360,000 active; AID 624204;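 active = inhibition at least 30% at 10 µM, raw YFP signal under a set limit, fluorescence ratio 0.5 to 1.5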;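 note: 0% = enzyme with DMSO and 100% = no enzyme wells; some results filed as inactive read as strong as hits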
Target sequence (Q9P0U3 419-644 limits assumed): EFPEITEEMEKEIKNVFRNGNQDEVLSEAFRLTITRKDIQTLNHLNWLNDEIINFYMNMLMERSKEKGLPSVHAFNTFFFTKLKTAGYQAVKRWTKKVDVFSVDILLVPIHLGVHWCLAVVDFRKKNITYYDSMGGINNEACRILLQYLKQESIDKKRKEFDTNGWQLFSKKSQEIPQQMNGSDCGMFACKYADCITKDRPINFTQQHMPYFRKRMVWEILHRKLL
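Test system: hSENP1 catalytic domain, recombinant; Amount: 20 pM final SENP1 enzyme; Medium: Tris pH 8 buffer plus EDTA, NaCl, BME, BSA, NP40, catalase; Schedule: 50 min enzyme reaction, room temperature, light-protected; Technique: FRET fluorescence in CFP and YFP emission channels; Controls: no-enzyme wells low, DMSO-plus-enzyme wells high control.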
mIAP act: increases mouse intestinal alkaline phosphatase activity | 0.24% of 330,000 active | activation factor at 10 µM | muIAP, CDP-Star luminescence, 30 min; active compounds read high; 1 = vehicle-only enzyme signal, 0 = enzyme-free wells;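 active = activation factor of at least 2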; note: the source names both 10 and 20 µM as test concentration; values of inactives mirror those of a sister screen read the other way
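System: mouse IAP enzyme. Reagent: CDP-Star chemiluminescent phosphatase substrate. Benchmarks: DMSO wells, no-enzyme wells. Times: 30 min enzyme-substrate-compound incubation at room temperature. Detection: luminescence from enzymatic CDP-Star hydrolysis. Doses: test compounds delivered from DMSO solution.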
hIAP block: human IAP inhibition | 0.12% of 330,000 active | purified IAP, CDP-Star luminescence, 30 min | inhibition, % at 10 µM | P09923;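 active = inhibition reaching a set limit with compound at 10 µM in the primary screen, cut at about 35% in these data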;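 note: plate controls were DMSO wells with enzyme for no effect and no-enzyme buffer wells for full effect; values of inactives mirror those of a sister screen read the other way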
A3A deaminase: human APOBEC3A DNA deaminase inhibition. P31941. recombinant A3A, FAM/TAMRA ssDNA deamination fluorescence. inhibition, % at 20 µM. 0.41% of 330,000 active. AID 493011;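 active = at least 40% inhibition at 20 µM here, with at most 30% in a related deaminase screen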;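 note: plate controls were A3A with DMSO for no effect and wells lacking A3A enzyme for full effect; some results filed as inactive read as strong as hits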
Target sequence (P31941 whole entry, looked up): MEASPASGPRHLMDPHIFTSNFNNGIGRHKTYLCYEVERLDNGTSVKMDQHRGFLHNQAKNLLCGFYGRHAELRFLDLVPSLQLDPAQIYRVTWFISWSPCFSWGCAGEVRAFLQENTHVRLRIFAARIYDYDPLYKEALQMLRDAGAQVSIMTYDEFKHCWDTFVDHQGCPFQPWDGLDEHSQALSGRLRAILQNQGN
hIAP activ: increases human intestinal alkaline phosphatase activity | P09923 | purified human IAP, CDP-Star luminescence, 30 min; active compounds read high; 1 = vehicle-only enzyme, 0 = enzyme-free background | activation factor at 10 µM | 0.16% of 330,000 active | AID 2524;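 active = activation factor of the enzyme at least 2-fold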; note: the source names both 10 and 20 µM as test concentration; values of inactives mirror those of a sister screen read the other way
MIN6 prolif: induces beta-cell replication in MIN6 cells; 0.29% of 330,000 active; proliferation, % at 10 µM; AID 2380; MIN6 cells proliferation, ATPlite luminescence, 48 h; cells starved in 0.2% serum; 100% = growth in 10% serum;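 active = compounds whose signal lies at least 3.5 SD above the mean of all wells on their plate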;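 note: 0% = DMSO-treated cells in low-serum medium and 100% = 10% serum control; some compounds called inactive have numbers as strong as hits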
NALP3 yeast inh: blocks the NALP3 inflammasome reconstituted in yeast; inhibition, % at 10 µM; 0.39% of 330,000 active; Yeast reconstituted NLRP3/ASC/caspase-1, beta-gal luminescence, 24 h;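 active = inhibition of 50% or more; inactive = inhibition below 50%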;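 note: plate controls were induced DMSO wells for no effect and uninduced yeast grown without galactose for full effect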
APOBEC3G inh: inhibitors of human APOBEC3G DNA deaminase; Q9HC16; recombinant A3G, ssDNA deamination FAM/TAMRA fluorescence; inhibition, % at 20 µM; 0.28% of 330,000 active;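 active = inhibition of at least 40% at 20 µM, with no more than 30% in the related APOBEC3A deaminase screen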;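 note: plate controls were DMSO wells with A3G for no effect and wells lacking A3G enzyme for full effect; some compounds called inactive have numbers as strong as hits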
Target sequence (Q9HC16 whole entry, looked up): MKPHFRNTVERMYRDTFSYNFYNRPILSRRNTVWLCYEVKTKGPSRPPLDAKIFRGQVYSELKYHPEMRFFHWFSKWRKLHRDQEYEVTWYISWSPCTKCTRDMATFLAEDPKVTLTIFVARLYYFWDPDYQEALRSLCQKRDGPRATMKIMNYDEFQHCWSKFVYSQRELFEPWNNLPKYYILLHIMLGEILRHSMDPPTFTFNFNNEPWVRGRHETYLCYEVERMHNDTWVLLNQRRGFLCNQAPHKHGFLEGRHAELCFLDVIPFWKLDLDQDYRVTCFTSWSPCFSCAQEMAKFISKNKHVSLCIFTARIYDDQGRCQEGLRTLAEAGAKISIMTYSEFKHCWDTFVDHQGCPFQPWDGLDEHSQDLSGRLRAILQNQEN
mIAP inh: blocks mouse intestinal alkaline phosphatase. AID 2806. inhibition, % at 10 µM. 0.2% of 330,000 active. purified mouse IAP, CDP-Star luminescence, 30 min;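 active = inhibition of at least 40% at 10 µM in the primary screen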;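 note: plate controls were DMSO with enzyme for no effect and no enzyme wells for full effect; values of inactives mirror those of a sister screen read the other way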
* hit, by the source's call; . = not tested or not shown. This is a subset. The share of hits here may be higher or lower than overall.

SMILES	SENP1 inh	mIAP act	hIAP block	A3A deaminase	hIAP activ	MIN6 prolif	NALP3 yeast inh	APOBEC3G inh	mIAP inh
Cc1ccccc1Cc1c(C)nc2ncnn2c1C	1	0.93	3	0	0.97	-2	-9	-5	7
Cc1cc(C)nc(N2CCCC(CCC(=O)NCc3ccc(F)c(F)c3)C2)n1 (configuration not stated)	-2	1	-7	-7	1.1	2	1	-10	-4
Cc1ccc(-n2c(C)nn(CC#N)c2=O)cc1	1	0.97	-7	1	1.1	-2	-8	-1	3
O=C(Nc1ccc(S(=O)(=O)N2CCOCC2)cc1)c1cccc(Br)c1	1	0.95	2	-5	0.98	-3	16	9	5
CN(Cc1ccccc1)c1ccc([N+](=O)[O-])cc1C(=O)O	3	0.9	10	2	0.9	-1	12	0	10
CN(CCO)CCC(=O)NC1(C)CS(=O)(=O)CC1S(=O)(=O)O (configuration not stated)	-21	1	0	0	1	-2	17	6	-2
Cc1cc(NC(=O)CSc2nc3c(cc2C#N)CCCCC3)no1	-18	1	-22	2	1.2	-3	15	-4	-3
CCOC(=O)C1=C(COC(=O)/C=C/c2ccc(OC)cc2)NC(=O)NC1C (configuration not stated)	0	1	-8	-2	1.1	3	20	-7	-2
CCCC1C(C(=O)OCC)=C(C)NC(C)=C1C(=O)OCC	0	1	-15	2	1.1	-2	13	-4	-5
Cc1c(C(=O)OCC(=O)NCCN2C(=O)CSC2=O)cccc1[N+](=O)[O-]	0	1.1	11	3	0.89	-2	10	-4	-6
CCC/C(O)=C1\C(=O)CCCC1=NCCCCCC(=O)O	1	0.92	-16	1	1.2	4	8	-5	8
Nc1cccc2nsnc12	11	0.96	12	-2	0.88	5	18	4	4
O=C(NCC1CCCO1)C(=Cc1cccc([N+](=O)[O-])c1)C(=O)NCC1CCCO1 (configuration not stated)	2	1	-15	0	1.2	-2	9	-3	-4
C/C=C1\COC(C(=O)NCCCN2CCCC2=O)(C(F)(F)F)C=C1C=C(C)C (configuration not stated)	2	1.1	12	-5	0.88	6	6	-11	-5
CCOCCCNC(=O)C(c1ccc(Cl)cc1)N1CCC2(CC1)OCCO2 (configuration not stated)	2	0.96	-1	-3	1	1	6	-2	4
C=CCNC(=O)CN1CCC(n2c(C)nc3cc(C(F)(F)F)ccc32)CC1	-2	1	-18	-3	1.2	-4	15	-4	0
CCC(CC)NC(=O)c1cc(OC)c(OC)cc1[N+](=O)[O-]	2	0.98	-15	-3	1.1	3	24	-7	2
COc1cccc(C2NC(=O)NC(C)=C2C(=O)Nc2ccc(C)cc2)c1 (configuration not stated)	5	1	-11	2	1.1	-3	25	-5	0
O=C(O)CCCNC(=O)CCCn1nnc2ccccc2c1=O	1	0.99	6	-3	0.94	1	20	-6	1
CCN(Cc1ccccc1)S(=O)(=O)c1cc(C(=O)O)ccc1OC	2	1.1	-17	-2	1.2	-1	11	-8	-8
CN(C)CCCNc1ncc(C(F)(F)F)cc1Cl	1	0.97	-3	0	1	0	15	-8	3
CC(C)N1CCC(n2nccc2NC(=O)c2ccc3c(c2)OCO3)CC1	-5	1	12	-1	0.88	-1	13	-9	-4
Cc1[nH]c(=O)c(C#N)c(C)c1Cl	17	1.1	-33	-1	1.3	-6	-20	7	-9
CCN(CC)CCn1c2c(c(SCC(=O)Nc3nc4ccccc4s3)nc1=O)CCCC2	-2	1	-1	-3	1	-3	20	-5	0
COc1ccc(NC(=O)C2CCCN2C(=O)OCc2ccccc2)c(OC)c1 (configuration not stated)	0	1	-2	-2	1	-2	14	-2	-1
CC1CCN(CC(O)COc2cccc(F)c2)CC1 (configuration not stated)	-1	1.1	15	-4	0.85	0	-2	-7	-11
O=C(Cc1ccccc1)NNc1c2ccccc2nc2ccccc12	-13	0.9	4	-2	0.96	1	22	-7	10
Cc1cc(N)n(Cc2ccc(Cl)cc2)n1	0	0.97	8	0	0.92	-3	16	-4	3
O=C(Nc1ccc2c(c1)C(=O)NC2=O)c1ccc2ncsc2c1	2	0.91	1	5	0.99	-2	15	18	9
COCC(C)NC(=O)C(C)Oc1ccccc1 (configuration not stated)	5	1	-5	-1	1	0	2	-9	-1
O=C(NCc1ccco1)NC12CC3CC(CC(C3)C1)C2	-1	1.1	8	2	0.92	-5	39	0	-7
Cc1cccc(N(C(=O)CNC(=O)c2ccco2)C(C(=O)NC2CCCCC2)c2cccnc2)c1 (configuration not stated)	1	0.93	-4	-1	1	0	20	-14	7
COc1cc(OC)cc(-c2c(-c3cccs3)c3cc(-c4ccc(N(C)C)nc4)ccc3n2C)c1	-11	0.99	-10	-3	1.1	-7	14	-12	1
Cc1ccc(NC(=O)c2ccc(S(=O)(=O)N3CCOCC3)cc2)nc1	1	0.96	-11	1	1.1	-2	7	-3	4
COc1cccc(NC(=O)CN(C)C(=O)c2cccc(NS(=O)(=O)c3ccccc3)c2)c1	2	1	0	-7	1	4	8	-7	-1
Cc1ccc([C@H]2C(C(=O)O)=CC[C@@H](c3cccs3)N2S(=O)(=O)c2ccc(C)cc2)cc1	-1	1.1	7	-4	0.93	-2	2	-10	-6
Cc1ccc2c(COC(=O)C3CC(=O)N(c4ccc5c(c4)OCCO5)C3)cc(=O)oc2c1 (configuration not stated)	-4	1.1	-5	0	1	-2	17	-6	-8
CCn1c(=O)cc(OCC(=O)N2CCN(c3cccc(C(F)(F)F)c3)CC2)c2ccccc21	1	0.93	20	-1	0.8	-6	19	-3	7
CC(=O)c1ccc(S(=O)(=O)N2CCCc3ccccc32)cc1	-1	1	-1	0	1	0	6	-6	0
Nc1nnc(-c2ccc(Cl)c(Cl)c2)s1	-24	0.96	0	1	1	-1	33	-10	4
O=C(CCCc1nc(-c2ccccc2Cl)no1)NCc1cccnc1	-2	0.99	17	0	0.83	-3	3	1	1
COCCN(C(=O)CSc1nnc(-c2cccc(F)c2)n1N)c1c(N)n(CC(C)C)c(=O)[nH]c1=O	4	0.96	10	5	0.91	-3	18	-3	4
Cc1csc(SCC(=O)Nc2cccc(C)c2C)n1	2	1.1	-4	1	1	2	15	-6	-11
Cc1cc(C)c(S(=O)(=O)Nc2ccc(C(N)=O)cc2)c(C)c1	-2	1	-6	-3	1.1	-1	4	-4	-3
CN(C)c1nc(SCC(=O)Nc2ccc(Cl)c(Cl)c2)nc(N2CCOCC2)n1	0	1.4	-6	1	1.1	-2	27	-2	-37
O=C(Nc1ccc(F)cc1)C1COc2ccccc2O1 (configuration not stated)	2	0.94	2	-1	0.98	-3	4	-6	6
O=C(NCCCCCc1nc2ccccc2[nH]1)c1ccccc1Cl	1	1.1	4	-1	0.96	-2	9	-5	-8
N#Cc1c2c(c(Nc3ccccc3)n3c1nc1ccccc13)CCC2	10	0.91	-3	35	1	-3	17	-2	9
COc1ccc(CSc2nnc(C)n2N)cc1Br	1	1.1	6	1	0.94	-1	0	-1	-8
Cc1ccc2[nH]c(O)c(N=NC(=O)C(C)n3cnc4ccccc4c3=O)c2c1 (configuration not stated)	3	0.98	-17	1	1.2	-1	-3	3	2
CCC(Sc1ccccn1)C(=O)Nc1cccc([N+](=O)[O-])c1 (configuration not stated)	2	0.99	20	3	0.81	-1	16	0	1
CCN(CC)S(=O)(=O)c1ccc(Cl)c(C(=O)NCC2CCCO2)c1 (configuration not stated)	-4	1.1	-7	1	1.1	-3	-4	-1	-7
CC(=O)c1c(C)[nH]c(C(=O)COC(=O)C2(C)CC2(Cl)Cl)c1C (configuration not stated)	-2	1	4	0	0.96	-3	15	-6	-5
CCCCCOc1ccc(CSc2ncn[nH]2)cc1	1	1	-47	-5	1.5	-1	38	-6	0
C=CCC1(C(=O)N(C)Cc2ccccc2)CCN(C(=O)OC(C)(C)C)CC1	2	1	-10	0	1.1	-1	12	-3	-2
Brc1cnc(N2CCCCC2)nc1N1CCOCC1	2	0.97	16	-2	0.84	0	38	-5	3
CC(C)C(C(=O)Nc1nccs1)c1ccccc1 (configuration not stated)	1	1	2	3	0.98	-1	15	48*	-1
O=C(NC(=S)NCc1ccccc1)c1cccs1	2	0.99	40*	1	0.6	-4	5	-3	1
CCCCN(C(=O)CSc1ncn[nH]1)c1c(N)n(Cc2ccccc2)c(=O)[nH]c1=O	0	0.91	-26	1	1.3	-4	-2	1	9
CCCCc1nnc(NC(=O)C(C)Sc2nc(N)cc(=O)[nH]2)s1 (configuration not stated)	2	1	-13	-1	1.1	1	-7	-5	-3

Profiles from above. Order of screens: SENP1 inh, mIAP act, hIAP block, A3A deaminase, hIAP activ, MIN6 prolif, NALP3 yeast inh, APOBEC3G inh, mIAP inh
Entry for CC(=O)c1c(C)[nH]c(C(=O)COC(=O)C2(C)CC2(Cl)Cl)c1C (configuration not stated) → -2, 1, 4, 0, 0.96, -3, 15, -6, -5
Entry for COc1ccc(CSc2nnc(C)n2N)cc1Br → 1, 1.1, 6, 1, 0.94, -1, 0, -1, -8
Entry for CCCCCOc1ccc(CSc2ncn[nH]2)cc1 → 1, 1, -47, -5, 1.5, -1, 38, -6, 0
Entry for O=C(NC(=S)NCc1ccccc1)c1cccs1 → 2, 0.99, 40*, 1, 0.6, -4, 5, -3, 1

(continued)
SMILES	SENP1 inh	mIAP act	hIAP block	A3A deaminase	hIAP activ	MIN6 prolif	NALP3 yeast inh	APOBEC3G inh	mIAP inh
COc1ccc(-c2noc(CN(C)C(=O)c3ccoc3C)n2)cc1OC	4	0.94	19	-4	0.81	0	7	-9	6
CC(=O)c1ccc(NC(=S)Nc2ccn(Cc3ccc(Br)cc3)n2)cc1	1	0.8	9	-4	0.91	-5	21	2	20
CC1CCc2cc(F)ccc2N1C(=O)CSc1nnc2c3cc(F)ccc3n(C)c2n1 (configuration not stated)	-1	0.97	-10	3	1.1	1	7	3	3
CCn1c(=N)n(CC(=O)c2cccc(OC)c2)c2ccccc21	3	0.93	3	3	0.97	-1	1	-5	7
Cc1cccc(NC(=O)C(C)N2C(=O)c3ccccc3S2(=O)=O)n1 (configuration not stated)	-1	0.98	-11	-5	1.1	-3	0	-14	2
CCOC(=O)C1(CC)Oc2ccccc2C(c2ccc(OC)cc2)=C1C(=O)OC (configuration not stated)	-1	0.87	.	5	.	.	.	5	13
O=C(N/N=C1\CCc2ccccc21)c1ccccc1O	2	0.99	7	-6	0.93	-6	2	-10	1
COc1ccc(CN2CCNC(=O)C2CC(=O)N(C)Cc2nc(C)cs2)c(OC)c1 (configuration not stated)	-2	0.94	-17	3	1.2	-3	6	1	6
CC(C)c1ccc(/C=C/C(=O)NCCC2=CCCCC2)cc1	1	1	-64	-3	1.6	-2	-1	-7	-2
CCOc1ccc(N(C(C)C(=O)N2CCOCC2)S(C)(=O)=O)cc1 (configuration not stated)	2	1.1	8	-3	0.92	-2	17	-6	-9
CCCN(CCO)Cc1ccc2ccccc2c1	2	1.1	-7	0	1.1	-3	2	-2	-9
Cc1c(C(=O)Nc2c(C)n(C)n(-c3ccccc3)c2=O)oc2c(Cl)cccc12	2	0.97	18	0	0.82	0	15	-6	3
